TAG inh: triacylglycerol accumulation inhibition. inhibition, % at 12.5 µM. H9c2 cells, Nile Red lipid (TAG) fluorescence; cells loaded with 200 µM oleic acid. 230,000 tested, 0.66% active;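 active = pattern-corrected inhibition of lipid staining of at least 50% with the nuclear-stain viability signal not falling by more than 50%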;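 note: 0% = DMSO wells and 100% = triacsin C control wells; some results filed as inactive read as strong as hits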
TAG inh DAPI viability: also measured in TAG inh; calls as there; DAPI nuclei signal change (viability), lower = more cytotoxic, %;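 whole-well DAPI fluorescence read on a plate reader as a viability signal; minus 50 percent equals half of cells still viable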
* marks the source's active call; other numbers are inactive results.

Start of the data: the first 4 records, ahead of the listing:
mol	TAG inh	TAG inh DAPI viability
O=C1NCCN1CCNc1nc(NCc2ccccc2)nc2ccsc12	-6	1
COC(=O)c1ccc(S(=O)(=O)NCc2ccc(S(N)(=O)=O)cc2)n1C	-12	5
O=C(CCSCCc1ccccn1)Nc1nccs1	-1	3
O=C(Cc1cccs1)N1CCN=C1SCc1ccccc1Cl	-6	4

Results, from the start:
mol	TAG inh	TAG inh DAPI viability
O=C1NCCN1CCNc1nc(NCc2ccccc2)nc2ccsc12	-6	1
COC(=O)c1ccc(S(=O)(=O)NCc2ccc(S(N)(=O)=O)cc2)n1C	-12	5
O=C(CCSCCc1ccccn1)Nc1nccs1	-1	3
O=C(Cc1cccs1)N1CCN=C1SCc1ccccc1Cl	-6	4
N#CCCN(Cc1cccnc1)C(=S)NC(=O)c1ccccc1	-5	10
CN(C(=O)c1cccc(NC(=O)Cc2ccc(NC(=O)C3CCN(S(=O)(=O)c4cccc([N+](=O)[O-])c4)CC3)cc2)c1)C1CC1	-14	8
CC(C)CC1(C(=O)NCCN2CCOCC2)C=CCN1C(=O)c1ccccc1 (configuration not stated)	0	-3
CCOC(=O)c1ccc(N=c2sc(C(=O)OC)cc(=O)n2-c2ccc(C(=O)OCC)cc2)cc1	36	-17
COc1ccc(OC)c2c1sc(=NC(=O)C1COc3ccccc3O1)n2C (configuration not stated)	-1	5
Cc1ccc(C)c2sc(N)nc12	-6	-1
N/C(=N\OCC(=O)Nc1ccccc1)c1nonc1N	4	-7
CCS(=O)(=O)c1ccc2oc(SCC(=O)NC(C)C3CC4CCC3C4)nc2c1 (configuration not stated)	16	-23
CC(=O)c1nn(-c2cccc(Br)c2)cc1C(=O)c1ccc(Br)cc1	-2	23
CCNC(=O)C1(C)CCN(C(=O)c2cc(F)ccc2C)C1 (configuration not stated)	-4	3
Cc1ccc(CN2C(=O)N/C(=C\c3ccc(-c4ccc(C(=O)O)cc4C)o3)C2=O)cc1	-2	6

Overlap with the part before: two compounds, followed by the next part.
mol	TAG inh	TAG inh DAPI viability
CCNC(=O)C1(C)CCN(C(=O)c2cc(F)ccc2C)C1 (configuration not stated)	-4	3
Cc1ccc(CN2C(=O)N/C(=C\c3ccc(-c4ccc(C(=O)O)cc4C)o3)C2=O)cc1	-2	6
CCC(Oc1cccc(Cl)c1)C(=O)N1CCCN(C)CC1 (configuration not stated)	-2	2
Cn1c(=O)c2[nH]c(Cc3ccsc3)nc2n(C)c1=O	-4	4
O=C(NCc1cccnc1)c1cc(C2CCCCN2S(=O)(=O)c2cccc3cccnc23)on1 (configuration not stated)	1	-6
COc1ccc(C(=O)CSc2nnc(-c3ccccn3)n2Cc2ccco2)cc1	-9	10
Nc1ccc(C(=O)Nc2ccco2)cc1	-8	-7
O=C(CNC(=O)c1cccc(F)c1)N/N=C/C=C/c1ccccc1	-23	8
COc1ccc(Oc2ccccc2/C=N/O)cc1	-8	11
CCCn1c(CNC(=O)Cc2ccccc2)nc2ccccc21	-4	6
O=C(CSCc1ccc(F)cc1)NCc1ccc(F)cc1	-9	4
CC(=O)N1CCc2cc(C(=O)CN3CCC(C)CC3)ccc21	1	-8
CCN1CCN(CCCOc2ccccc2-c2ccccc2)CC1	8	19
CC(C)[C@H](NC(=O)C1CCCC1)c1nc2ccccc2[nH]1	4	-5
CCN(CC)CCCNc1ncnc2scc(-c3ccc(F)cc3)c12	18	-17
CN(CC(=O)Nc1ccccc1Br)C(=O)c1cccc(S(=O)(=O)NCc2ccccc2)c1	-9	-9
COc1ccc(S(=O)(=O)Nc2cccc(F)c2C)cc1C(=O)N1CCOCC1	-5	2

(next part)
mol	TAG inh	TAG inh DAPI viability
O=C(CSc1nc2ccccc2s1)Nc1ccc(Cl)c(C(=O)O)c1	10	-16
O=C(COC(=O)c1cc(S(=O)(=O)N2CCOCC2)ccc1F)Nc1c(Cl)cccc1C(F)(F)F	-9	6
Cc1ccc(-c2cc(C(F)(F)F)n3nc(C(=O)Nc4c(C)n(C)n(-c5ccccc5)c4=O)cc3n2)cc1	10	-25
Cc1ccc(CNC(=O)C2C3C=CC(C3)C2C(=O)O)cc1 (configuration not stated)	-7	-3
Cc1ccc(OCC(=O)N2CCC3(CC2)CC(=O)c2ccccc2O3)cc1	10	-14
COc1cccc(NC(=O)Cn2c(CCC(=O)O)ccc2-c2cccs2)c1	24	-18
COc1ccc(CCNC(=O)C(=O)NCC2OCCN2S(=O)(=O)c2ccc(Cl)cc2)cc1OC (configuration not stated)	11	-2
Cc1nn(CC#N)c(=O)n1-c1ccccc1F	-21	1
CCN(C(=O)c1cccc(Br)c1)c1ccccc1	-6	1
Cc1ccccc1CC1(CO)CCCN(C(=O)c2cccc(Cl)c2)C1 (configuration not stated)	5	-7
CCn1nnc(NC(=S)NC(=O)c2ccc(-c3cccc(Cl)c3)o2)n1	11	-2
CC(Nc1cccnc1)=C(C#N)C#N	8	-3
CCCCCC(=O)N1CCN(S(=O)(=O)c2ccc3c(c2)OCCO3)CC1	-12	4
O=C(C1CCC1)N1CCN(S(=O)(=O)c2ccc(Br)cc2Cl)CC1	-9	4
O=C(CSc1nccn1-c1ccccc1)NCc1ccc(F)cc1	-1	-15

Carrying on:
mol	TAG inh	TAG inh DAPI viability
CC(=O)c1ccccc1NC(=O)CN1C(=O)NC2(CCCCCCC2)C1=O	5	-1
COC(=O)c1ccc(CSc2nc(C(F)F)cc(C)c2C#N)o1	7	2
CCCCN(CCCC)CCCNC(=O)C1CC(c2cc(C(F)(F)F)cc(C(F)(F)F)c2)=NO1 (configuration not stated)	-7	-2
Cc1cc(C=O)c(C)n1-c1ccc(NC2CCCC2)c([N+](=O)[O-])c1	-12	-6
Cn1nc(CC(=O)Nc2ncc(Br)s2)c2ccccc2c1=O	-25	-3
CN1CCN(/N=C2/C(=O)Nc3ccc([N+](=O)[O-])cc32)CC1	7	-7
CSc1ccccc1C(=O)Nc1ccc2c(c1)OCCO2	-17	8
Cc1ccccc1NC(=O)CNc1ccccc1N1CCCCC1	-20	7
COc1ccc(S(=O)(=O)Nc2cccnc2)c(Cl)c1Cl	2	-11
CN(/N=C/c1ccc(Cl)cc1)c1ncc(Cl)cc1C(F)(F)F	0	0
O=C(Nc1ccccc1C(=O)N1CCCCC1)NC1CCCCC1	5	0
COc1cccc(OC)c1C(=O)NC(=S)Nc1ccc2c(c1)OCCO2	11	-5
COc1cccc(CC(NC(C)=O)C(=O)NC2CCN(c3nnnn3-c3ccccc3)CC2)c1OC (configuration not stated)	4	-3
CCOC(=O)C1(C)CCCN(C(=O)c2c(F)ccc(C)c2F)C1 (configuration not stated)	-5	-4
CC(C)C(=O)Nc1ccc(C(=O)Nc2ccc(S(=O)(=O)N3CCOCC3)cc2)cc1	12	-2

(list continues)
mol	TAG inh	TAG inh DAPI viability
Cc1csc(NC(=O)c2ccc(S(C)(=O)=O)cc2)n1	1	5
Cc1nnc(NC(=O)c2ccc3ccccc3n2)s1	6	-2
COc1ccc(C)cc1NC(=O)CSc1nnc(CC(=O)Nc2ccccc2F)n1C	5	-2
COc1cccc(CNC(=O)C(=O)NCCC2CCCCN2S(=O)(=O)c2ccc(C)cc2)c1 (configuration not stated)	26	-9
COCCCC1CCN(C(=O)C2CCC(=O)N(CC3CCCCC3)C2)CC1 (configuration not stated)	-17	0
CCCCCOC(=O)Cn1c(SCC(=O)Nc2ccccc2)nc2c1c(=O)[nH]c(=O)n2C	-7	2
CC1=C(C#N)C(=O)NC1(C)O (configuration not stated)	-7	-3
CN1CCN(c2ccccc2NC(=O)c2ccc(F)cc2)CC1	1	1
Cc1cc(C)nc(Nc2nc(-c3ccccc3)cs2)n1	-2	7
O=C(Cc1ccccc1)NCC(=O)N/N=C/c1ccc(Cl)cc1	19	-10
COc1ccc(C(=O)NCC(=O)OCC(=O)Nc2cc([N+](=O)[O-])ccc2F)cc1	1	-2
Cc1ccccc1Nc1nnc(SCC(=O)NCc2cccs2)s1	-5	5
CC(=O)C1(O)CCC2C3CCC4CC(O)CCC4(C)C3C(=O)CC21C (configuration not stated)	-12	4
COc1ccccc1N(C)S(=O)(=O)c1ccc(C(=O)Nc2nc(C)c(C(C)=O)s2)cc1	25	1
Cc1cccc(NS(=O)(=O)c2ccc(C)c(C(=O)NNC(=O)c3csc(N4CCOCC4)n3)c2)c1	13	1

The list continues.
The line under a structure holds: TAG inh | TAG inh DAPI viability
O=C(C1CCCO1)N1CCN(C(=S)Nc2cccc(Cl)c2)CC1 (configuration not stated)
  9 | 12
Cc1cc(=O)n2c(C)n[nH]c2n1
  9 | -2
COc1ccc(OC)c(S(=O)(=O)NCC(=O)O)c1
  0 | 2
COc1ccc(C(=O)CSc2nnn(-c3cccc(NC(C)=O)c3)n2)cc1
  -19 | -16
CCCCC[C@H]1CN(Cc2ccccc2)C(=O)[C@@H]1CC(=O)NCc1ccccc1
  -3 | -77
CCCCN(C)c1c(N2CCC(C(=O)OCC)CC2)c(=O)c1=O
  -7 | 4
CCCn1c(N)c(N(CCOC)C(=O)c2cc3c(s2)CCC(CC)C3)c(=O)[nH]c1=O (configuration not stated)
  -11 | 4
CCCOc1ccc(F)cc1-c1cc(C(=O)NCc2ccc(C(F)(F)F)cc2)[nH]n1
  -20 | -4
CCn1c(SCC(=O)Nc2nccc(C)n2)nc2ccccc21
  -3 | 0
COC1(OC)C(/C=C/c2ccc(C)cc2)C(C#N)(C#N)C1(OC)OC (configuration not stated)
  -11 | 2
Cc1cccc(Oc2ccc(NS(=O)(=O)c3ccc(C)c(C(=O)O)c3)cc2)c1
  -6 | -3
CC(Sc1ccc(Cl)cc1)C(=O)NNC(=O)c1csc(N2CCOCC2)n1 (configuration not stated)
  8 | 9
OCCC1CN(C/C(Cl)=C/c2ccccc2)CCN1C1CCCC1 (configuration not stated)
  8 | 18
Cc1cc(C2C(=O)CC(=O)CC2c2ccccc2)on1 (configuration not stated)
  -4 | -1
COc1cccc(C(O)c2ncc(-c3cccc(C(F)(F)F)c3)[nH]2)c1 (configuration not stated)
  -11 | 3
Cc1ccc(NC(=S)N(CCN2CCCCC2)Cc2ccco2)cc1Cl
  -15 | 22
Clc1ccccc1C1=CC(c2ccco2)n2ncnc2N1 (configuration not stated)
  1 | -8
C=CCn1c(SCC(=O)Nc2cc(C)on2)nnc1-c1ccccc1OC
  17 | 6
CN(C(=O)CN1CCN(c2cc(-c3ccc(OCc4ccccc4)cc3)ncn2)CC1)c1ccccc1
  -18 | 10
CC(=O)OCC(=O)Nc1ccc(Cl)cc1Cl
  -17 | -10
CCN(CC)S(=O)(=O)c1ccc(N(C)Cc2ccc(C(F)(F)F)cc2)nc1
  -75 | 16
O=C(O)C1C=CCC(C(=O)O)C1 (configuration not stated)
  2 | 1
O=C(O)/C(=C\c1cccs1)Sc1nnc(-c2ccc(F)cc2)o1
  1 | -6
Cc1cccc(NC(=O)c2nc[nH]c2C(=O)N[C@H](C)CO)c1
  15 | -1
CC(C)c1ccc(NC(=S)Nc2ccc(OC(F)(F)F)cc2)cc1
  0 | -6
CC(=O)Nc1cccc(-c2csc(NCc3ccco3)n2)c1
  12 | 3
Cc1nnc(NC(=O)Cn2nc(C)c3ccccc3c2=O)s1
  -18 | 5
Cc1nnc2n1NC(c1ccc(Cl)cc1)C(C(=O)N(C)C1CCCCC1)S2 (configuration not stated)
  3 | -1
COc1ccc(CN2C(=O)C(CC(C)C)Nc3ncnc(N4CCN(c5ccccn5)CC4)c32)cc1 (configuration not stated)
  5 | -1
O=C(COc1cc(O)c2c(=O)cc(-c3ccccc3)oc2c1)c1cccc([N+](=O)[O-])c1
  10 | 3

Single records, as listed above. Screens in order: TAG inh	TAG inh DAPI viability
CN1CCN(c2ccccc2NC(=O)c2ccc(F)cc2)CC1 is listed with 1	1
Cc1ccccc1CC1(CO)CCCN(C(=O)c2cccc(Cl)c2)C1 (configuration not stated) is listed with 5	-7
COc1cccc(OC)c1C(=O)NC(=S)Nc1ccc2c(c1)OCCO2 is listed with 11	-5
Cc1ccc(OCC(=O)N2CCC3(CC2)CC(=O)c2ccccc2O3)cc1 is listed with 10	-14

New compounds follow:
The line under a structure holds: TAG inh | TAG inh DAPI viability
CC(C)CCNC(=O)CN(CC1CCCO1)C(=O)CCC(=O)Nc1ccccn1 (configuration not stated)
  10 | -5
O=C(NCc1ccco1)c1ccccc1SCC(=O)N1CCCC1
  8 | -3
c1ccc2c(c1)nc1n2CN(Cc2ccc3c(c2)OCO3)CN1
  11 | 4
CC1CCCCC1NC(=O)CN1CCC(NC(=O)C(C)(C)C)CC1 (configuration not stated)
  1 | 1
CCc1nc2ccc(C(=O)N3CCCCC3)cn2c1N(CCC(C)C)CCN(C)C
  -9 | 6
CCc1c(C)nc(Nc2nc(C)c3cc(OC)ccc3n2)[nH]c1=O
  29 | -5
CCCCn1c(N)c(N(C(=O)CSc2nncn2-c2ccccc2)C2CCCC2)c(=O)[nH]c1=O
  -12 | -1
CCOC(=O)c1c(C=O)c(C)n(Cc2ccc(Cl)cc2)c1C
  -10 | -13
CCOc1ccc(C(=O)Nc2cccc3ncccc23)cc1Cl
  -13 | -3
NC(=O)C1CCN(CC(=O)N2c3ccccc3CCc3ccccc32)CC1
  10 | 5
CCOC(=O)c1nc(NNC(C)=O)sc1C
  10 | -4
O=C(NNC(=O)c1ccccc1OCc1ccccc1Cl)c1csc(N2CCOCC2)n1
  4 | -2
C[C@H]1Cn2cnc(C(=O)N[C@H](C)c3ccccc3)c2C(=O)N1
  -2 | -8
C/C(=C\c1ccc2c(c1)OCO2)C1Nc2cccc3cccc(c23)N1
  12 | -3
CCC(c1nnnn1Cc1ccc2c(c1)OCO2)N1CCN(c2ccc(F)cc2)CC1 (configuration not stated)
  -6 | -3
O=C(CNC(=O)c1ccncc1)N/N=C/c1cccc([N+](=O)[O-])c1
  11 | -6
O=C(NNC(=O)c1ccccc1Br)c1ccccc1Cl
  3 | -1

Only part of the results is shown; the hit share may differ from the screen's.
